# Source: PubChem BioAssay
# FXIa inh mix = blocks human factor XIa in pooled compound mixtures; P03951; purified FXIa, fluorogenic substrate; inhibition, % at 5 µM; actives 0.19% (n = 62,000); AID 680;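 further: each value is inhibition by a whole ten-compound pool holding the compound; 0% = enzyme with no mixture and 100% = wells lacking enzyme; strong numbers were not always called active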
# MMP-13 inhibitor = inhibitors of human MMP13; P45452; MMP-13 fTHP FRET cleavage, Mca fluorescence; inhibition, % at 4 µM; actives 0.07% (n = 65,000); AID 570;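 active means inhibition above the mean of compound-free control plate wells plus 3 SD, cut at about 14% in these data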;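 further: 0% = DMSO wells and 100% = wells with reference MMP-13 inhibitor after basal subtraction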
# FXIIa inh mix = blocks human factor XIIa in pooled compound mixtures; P00748; purified FXIIa, fluorogenic substrate; actives 0.2% (n = 62,000); inhibition, % at 5 µM;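 further: 0% = enzyme without compound and 100% = no enzyme blank; some results filed as inactive read as strong as hits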
# Target sequence (P00748 20-372 limits assumed): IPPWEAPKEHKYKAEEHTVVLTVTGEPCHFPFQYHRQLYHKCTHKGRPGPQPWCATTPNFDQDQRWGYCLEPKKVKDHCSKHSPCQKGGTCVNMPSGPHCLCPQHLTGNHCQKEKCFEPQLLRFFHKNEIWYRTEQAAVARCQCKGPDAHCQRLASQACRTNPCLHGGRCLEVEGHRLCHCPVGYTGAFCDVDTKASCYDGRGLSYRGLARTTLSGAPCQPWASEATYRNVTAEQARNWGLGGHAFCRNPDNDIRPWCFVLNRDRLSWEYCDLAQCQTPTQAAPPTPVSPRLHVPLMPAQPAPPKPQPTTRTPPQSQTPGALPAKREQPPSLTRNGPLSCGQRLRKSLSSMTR
# Target sequence (P00748 373-615 limits assumed): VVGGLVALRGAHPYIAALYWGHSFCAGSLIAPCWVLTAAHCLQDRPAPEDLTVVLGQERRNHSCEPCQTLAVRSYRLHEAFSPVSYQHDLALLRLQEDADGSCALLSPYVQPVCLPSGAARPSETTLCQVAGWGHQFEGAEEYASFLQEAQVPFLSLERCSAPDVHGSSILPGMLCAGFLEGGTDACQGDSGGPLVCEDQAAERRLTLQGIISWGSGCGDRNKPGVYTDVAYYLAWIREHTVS
# Cdc25B inh = human M-phase inducer phosphatase 2 inhibition | actives 0.1% (n = 65,000) | AID 368 | inhibition, %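 (compounds tested at 10 µM final in the well)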 | recombinant Cdc25B, OMFP fluorescence Ex485/Em525; in the data active means inhibition above about 50%
# AP ELISA ortho = alternative pathway complement inhibition, orthogonal assay; Human serum alternative complement pathway, LPS-coated ELISA, C3 deposition; tested in compound mixtures; inhibition, % at 5 µM; actives 0.08% (n = 62,000);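 active means inhibition above 30% in each of the two pooled mixtures holding the compound, so the lower value exceeds 30%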;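 further: 0% = serum in Mg-EGTA without compound and 100% = EDTA serum blank; some compounds past the cut are filed as inactive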
#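 Medium: diluted human serum in Mg2+-EGTA GVB++. Assay system: human serum complement alternative pathway, C3 deposition onto LPS. Also added: Plate-bound LPS. Technique: Anti-C3 ELISA, OD 450 nm. Measure: percent inhibition. Incubation: 1 h at 37 °C. Dosing: 5 µM each compound, pools of ten, 50 µM per pool.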
# JNK3 inh = inhibitors of human JNK3 kinase; P53779; purified JNK3 kinase activity, HTS; inhibition, % at 8 µM; actives 0.61% (n = 60,000); AID 746; in the data active means inhibition above about 17%;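 further: 0% = DMSO and 100% = reference inhibitor; many of its hits are not listed in these tables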
# DUSP1 inh = blocks human MKP-1 phosphatase activity. P28562. recombinant MKP-1, OMFP hydrolysis fluorescence. inhibition, %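 (compounds tested at a single concentration somewhere between 10 and 100 µM)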. actives 0.15% (n = 65,000). AID 374;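 active means inhibition above about 50%, limit read from the data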;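 further: 0% = DMSO max control wells and 100% = wells with enzyme stopped by NaOH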
# A340 absorber = absorbance at 340 nm; compound absorbance at 340 nm, fold over control; fold change at 10 µM; 65,000 tested, under 10 active;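 active means at 10 µM dose, initial 340 nm absorbance at least 2 fold that of control wells; inactive means change under 2 fold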;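 further: initial absorbance extrapolated from kinetic A340 decline of NADH oxidation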
# Hsp90 inh = displaces geldanamycin probe from tumor Hsp90; P07900; NCI-N417 lysate Hsp90, Cy3B-geldanamycin FP displacement; inhibition, % at 30 µM; actives 0.35% (n = 64,000); AID 429;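 active means inhibition above 50%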;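 further: 0% = tracer plus lysate wells and 100% = tracer alone without lysate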
# The depositor's hits bear a star; . = not tested or not shown. Unless noted, no stated cut-off is given here; in the data, active means inhibition above about 20% (passing the limit was not always enough); inactive means the rest.
SMILES,FXIa inh mix,MMP-13 inhibitor,FXIIa inh mix,Cdc25B inh,AP ELISA ortho,JNK3 inh,DUSP1 inh,A340 absorber,Hsp90 inh
CSc1nc(Oc2ccc(=O)[nH]n2)nc(N(C)C)n1,.,1,.,-26,.,-5,-13,1,-1
Cc1cccc(-n2c(=O)[nH]c3c(C(N)=O)nc(CC(C)C)nc32)c1,6,-26,0,-2,1,1,7,1,0
c1coc(-c2nnc3sc(-c4cccs4)nn23)c1,.,-2,.,4,.,-4,-27,1.1,-3
O=S(=O)(c1ccc2c(c1)OCCO2)N1CCC(n2nnc3cc(C(F)(F)F)ccc32)CC1,4,-2,-6,0,12,8,-20,0.97,3
COc1ccc(OC)c2c(C)cc(N3CCN(C(=O)c4ccc(F)cc4)CC3)nc12,2,-31,-3,-17,-2,-6,21,1.1,4
COc1ccc(C2CC(C(F)(F)F)n3nc(C(=O)O)cc3N2)cc1OC (stereo not given),8,-12,8,-9,5,3,5,1,-5
O=C1c2ccccc2C(=O)N1CCCOc1ccccc1,3,-2,12,-13,14,-1,-2,1,-1
COc1ccc(CNC(=O)CCc2nc(-c3ccccc3F)no2)c(OC)c1,9,-3,0,-14,4,-5,-17,0.99,-2
CCn1c(SCC(=O)Nc2cc(C)c(Cl)cc2OC)nnc1-c1ccco1,13,3,1,-6,0,3,13,1.1,0
Clc1ccccc1-c1nc(-c2cccnc2)no1,4,-2,0,-15,12,5,-8,1,0
Cc1cc(C(=O)Cn2nnc(-c3ccc(Cl)cc3)n2)c(C)n1CC1CCCO1 (stereo not given),0,0,-3,-5,4,-1,27,1,-2
O=C(Nc1nc2ccccc2[nH]1)C1CCCO1 (stereo not given),4,1,4,-8,13,0,-4,1,1
Cn1c2c(c(=O)n(C)c1=O)CN(Cc1ccco1)CN2,6,6,0,-10,-26,1,9,1.1,-2
O=C1NC(=S)SC1=C1CCCCCC1,-1,-6,8,7,9,2,9,1.2,-7
O=C(NCc1ccccc1F)C1CCCN1C(=O)NCc1ccccc1 (stereo not given),6,-3,5,-2,0,0,-23,1,-5
Cc1ccc(OCc2ccc(C(=O)N3CCOCC3)cc2)cc1C,6,4,6,-5,15,4,6,1,2
COc1cccc(-c2cc(C(=O)N3CCN(Cc4ccccc4)CC3)no2)c1,5,-12,-14,0,16,-2,34,1,0
CC1(C(=O)NCc2cccnc2)CCC(=O)N1CCc1ccccc1 (stereo not given),9,6,-4,8,14,-8,11,1,0
CCOCC(=O)Nc1c(C(=O)OCC)oc2ccccc12,8,-6,-22,1,0,3,-9,0.99,-2
Cc1ccc(C(C)n2cc(C(=O)NCc3ccncc3)nn2)cc1 (stereo not given),3,3,11,3,-8,.,13,1,-2
Cc1ccc(NC(=O)c2cnc3scc(C)n3c2=O)c(C)c1,-4,7,1,1,3,2,8,1.1,-2
COc1ccc(C(=O)C2CCN(S(=O)(=O)c3ccc4c(c3)OCCO4)CC2)cc1,2,-1,9,15,14,7,0,1,-2
Nc1ccn(-c2ccccc2)c(=O)c1,1,-1,-11,-2,4,0,-3,1,-8
CC1CCN(Cc2ccc(NC(=O)CC3Oc4ccccc4NC3=O)cc2)CC1 (stereo not given),3,-10,0,-6,9,-5,0,1,-4
CCCCC(CC)CNC(=O)CCS(=O)(=O)c1cccc2nsnc12 (stereo not given),4,1,-18,-8,2,.,13,1.1,.
CCCCCC/C(=N/O)c1ccccn1,4,0,2,2,-13,1,6,0.98,-3
Cc1cc(C)c2nc(N3CCCC(C(=O)N4CCC(C(N)=O)CC4)C3)sc2c1 (stereo not given),2,0,-16,-10,8,-7,40,0.98,1
CC(Oc1ccccc1)C(=O)OCC(=O)NC(=O)NCc1ccco1 (stereo not given),11,2,-14,-17,1,.,12,0.98,.
Cc1ccccc1-n1nc2c(c1NC(=O)COc1ccc(Cl)cc1)CS(=O)C2 (stereo not given),4,0,9,-3,16,-8,4,1,-4
COCCn1c(=O)[nH]c2cc(C(=O)N3CCN(Cc4ccc5c(c4)OCO5)CC3)ccc2c1=O,1,4,-8,-8,-6,.,12,1,-1

# 18 of the compounds above, with tabs:
Structure	FXIa inh mix	MMP-13 inhibitor	FXIIa inh mix	Cdc25B inh	AP ELISA ortho	JNK3 inh	DUSP1 inh	A340 absorber	Hsp90 inh
CSc1nc(Oc2ccc(=O)[nH]n2)nc(N(C)C)n1	.	1	.	-26	.	-5	-13	1	-1
Cc1cccc(-n2c(=O)[nH]c3c(C(N)=O)nc(CC(C)C)nc32)c1	6	-26	0	-2	1	1	7	1	0
c1coc(-c2nnc3sc(-c4cccs4)nn23)c1	.	-2	.	4	.	-4	-27	1.1	-3
O=S(=O)(c1ccc2c(c1)OCCO2)N1CCC(n2nnc3cc(C(F)(F)F)ccc32)CC1	4	-2	-6	0	12	8	-20	0.97	3
COc1ccc(OC)c2c(C)cc(N3CCN(C(=O)c4ccc(F)cc4)CC3)nc12	2	-31	-3	-17	-2	-6	21	1.1	4
COc1ccc(C2CC(C(F)(F)F)n3nc(C(=O)O)cc3N2)cc1OC (stereo not given)	8	-12	8	-9	5	3	5	1	-5
O=C1c2ccccc2C(=O)N1CCCOc1ccccc1	3	-2	12	-13	14	-1	-2	1	-1
COc1ccc(CNC(=O)CCc2nc(-c3ccccc3F)no2)c(OC)c1	9	-3	0	-14	4	-5	-17	0.99	-2
CCn1c(SCC(=O)Nc2cc(C)c(Cl)cc2OC)nnc1-c1ccco1	13	3	1	-6	0	3	13	1.1	0
Clc1ccccc1-c1nc(-c2cccnc2)no1	4	-2	0	-15	12	5	-8	1	0
Cc1cc(C(=O)Cn2nnc(-c3ccc(Cl)cc3)n2)c(C)n1CC1CCCO1 (stereo not given)	0	0	-3	-5	4	-1	27	1	-2
O=C(Nc1nc2ccccc2[nH]1)C1CCCO1 (stereo not given)	4	1	4	-8	13	0	-4	1	1
Cn1c2c(c(=O)n(C)c1=O)CN(Cc1ccco1)CN2	6	6	0	-10	-26	1	9	1.1	-2
O=C1NC(=S)SC1=C1CCCCCC1	-1	-6	8	7	9	2	9	1.2	-7
O=C(NCc1ccccc1F)C1CCCN1C(=O)NCc1ccccc1 (stereo not given)	6	-3	5	-2	0	0	-23	1	-5
Cc1ccc(OCc2ccc(C(=O)N3CCOCC3)cc2)cc1C	6	4	6	-5	15	4	6	1	2
COc1cccc(-c2cc(C(=O)N3CCN(Cc4ccccc4)CC3)no2)c1	5	-12	-14	0	16	-2	34	1	0
CC1(C(=O)NCc2cccnc2)CCC(=O)N1CCc1ccccc1 (stereo not given)	9	6	-4	8	14	-8	11	1	0
